Screening data as filed in PubChem BioAssay.
NCI-60 one-dose screen, 48 h, at 10 µM unless noted. Numbers give growth in % (100 = growth as untreated, 0 = no growth, -100 = all killed).
HL-60(TB): HL-60(TB) leukemia cells; hit rate 9% among 78,000; AID 1794776; active = growth percent below 10
Numbers without * were called inactive; & = joins results of further samples. This is a subset (hit frequency here may not be typical).

No.	Compound	HL-60(TB)
1	N#CC(N)c1ccc(OCCCCCCCCCCOc2ccc(C(N)C#N)cc2)cc1 (stereo not drawn)	103
2	CCNCCOc1ccc(/C(=C(/CC)c2ccc(Cl)cc2)c2ccc(OCCCN(C)C)cc2)cc1	-61*
3	CCn1c(N)c2nnn(-c3ccc(S(N)(=O)=O)cc3)c2nc1=S	91
4	COc1cc2c3nc4cc(C)c(C)cc4nc3n(CCC(C)C)c2cc1OC	106
5	Nc1nn2c(-c3cc4cc(Br)ccc4oc3=O)ccnc2c1N=Nc1ccc(F)cc1	113
6	Nc1ccc(C(=O)Nc2ccc(S(=O)(=O)O)cc2)cc1	103
7	O=C1N(Cc2ccccc2)C(=O)C(Cc2ccccc2)(Cc2ccccc2)C(=O)N1Cc1ccccc1	67
8	C=C1CC[C@@H]2[C@]3(C)COC(c4cn[nH]c4-c4ccc(OC)cc4)O[C@@H]3CC[C@@]2(C)[C@@H]1C/C=C1/C(=O)OCC1O (stereo partly drawn)	1.6*
9	COc1ncc(-c2ccc3ncnc(Nc4cccc(Cl)c4)c3c2)cc1NS(=O)(=O)CCN1CCOCC1	24
10	O=C1CC2CC1C1C=CCC21 (stereo not drawn)	97
11	COc1ccc(NC(=O)CSc2ccc(-c3ccc(OC)cc3)nn2)cc1	101
12	O=C1NC(=S)S/C1=C\c1cn(-c2ccccc2)nc1-c1ccc([N+](=O)[O-])cc1	9.9*
13	O=C1Nc2ccc(Br)cc2/C1=N/N=C/c1cccc(F)c1	95
14	NC(C(=O)O)C(O)c1ccc(OCc2ccccc2)c(OCc2ccccc2)c1 (stereo not drawn)	105
15	COc1ccc(-c2nnc(NC(=O)Nc3ccc(S(N)(=O)=O)cc3)s2)cc1	123
16	Cn1c2c(cc(S(=O)(=O)c3ccccc3)c1=O)CCc1c-2cnn1-c1ccccc1	107
17	O=[N+]([O-])c1cccc(-c2nnc3c(/C=C/c4ccc(F)cc4)nc4ccccc4n23)c1	93
18	N#CCCN1C/C(=C/c2ccc(Cl)cc2)C(=O)/C(=C/c2ccc(Cl)cc2)C1	-16*
19	O=S(=O)(NCCNS(=O)(=O)c1ccccc1)c1ccccc1	130
20	Cc1ccc(NC(=O)N2CCCCC2)cc1NC(=O)N1CCCCC1	90
21	N/N=C(\N)c1c(N)nc(=S)[nH]c1-c1ccc(Cl)cc1Cl	89
22	O=C1C(=O)c2ccccc2C(O)=C1CC=C(Cl)Cl	45&31
23	O=c1c2ccccc2nc2oc3ccccc3n12	103
24	Cc1nn(-c2ccccc2)c2nc3nc[nH]c(=O)c3c(-c3ccc(Cl)cc3)c12	98
25	O=C(C(Br)Br)C(Br)C(Br)c1ccccc1 (stereo not drawn)	89
26	CCc1c(C)cc(Cl)c2c1C(=O)N(c1ccccc1)C2C(=O)Nc1ccccc1 (stereo not drawn)	98
27	C/C(=N\NC(=O)c1ccncc1)c1ccc(N)cc1	90
28	C[N+]1(Cc2ccc([N+](=O)[O-])cc2)CCC(CCCCCCCC2CC[N+](C)(Cc3ccc([N+](=O)[O-])cc3)CC2)CC1 (stereo not drawn)	116
29	O=C1Nc2ccccc2[C@]12Oc1ccccc1[C@H]1CC(c3ccc(Br)cc3)=NN12	72
30	C[C@]12C[C@H](c3ccoc3)OC(=O)[C@H]1CC[C@@]1(C)[C@@H]2C=C[C@@H](O)[C@]1(O)C(=O)O	77
31	CCOc1ccc(-n2nc(C(=O)NCc3cc(F)cc(F)c3)nc2-c2cc(OC)c(OC)c(OC)c2)cc1	61
32	COC(C)(C)c1cc(C(C)(C)C)c(O)c(C(C)(C)C)c1	117
33	COc1ccc(C(=O)c2ccc(Cl)cc2)c(OC)c1OC	115
34	Cc1ccc(C)c(Oc2c(/C=N\N=c3\sc4ccccc4n3C)c(C)nn2-c2ccccc2)c1	83
35	CCCCN(CCCC)CCC(C)(O)c1cc2ccccc2c2ccccc12 (stereo not drawn)	84
36	COc1ccc(/C=N/N2C(=O)SC3(C2=O)C(c2ccc(OC)cc2)CN(C)C32C(=O)Nc3ccccc32)cc1 (stereo not drawn)	97
37	CCCCCCCCCCCCS(=O)(=O)CC(=O)O	104
38	Oc1ccc(N2CCOCC2)cc1	86
39	COC(=O)[C@H](Cc1ccccc1)NNC(=O)c1csc([C@@H](C[C@H](C(C)C)N(C)C(=O)[C@@H](NC(=O)[C@H]2CCCCN2C)C2CC2)OC(C)=O)n1	-55*
40	C=CC1=C(C)C2=NC1=CC1=NC(=CC3=C(C)C4=C(O)CC(=C5NC(=C2)[C@@H](C)[C@@H]5CCC(=O)NCCCCCCNC(=O)CCCCCCCCCC2=C(C)C(=O)C(OC)=C(OC)C2=O)C4=N3)C(CC)=C1C	93
41	CCS(=O)(=O)C(Br)CBr (stereo not drawn)	98
42	Cc1cc(C)n(Cc2ccc(Cl)cc2Cl)c(=O)c1C#N	114
43	N#CC(C#N)=Cc1cccc(Cl)c1	96
44	CCOC(=O)c1ccc(N2C(=O)CC(N3C(=O)/C(=C/c4cccnc4)SC3=S)C2=O)cc1 (stereo not drawn)	100
45	Cc1ccc(NC(=O)c2ccc(C)c([N+](=O)[O-])c2)c(C)c1	95
46	Cn1cnc([N+](=O)[O-])c1Sc1nnc(-c2ccccc2)c(-c2ccccc2)n1	104
47	O=C(c1nnc(Nc2ccccc2Br)o1)c1c[nH]c2ccccc12	103
48	Brc1c2cccnc2n2nnc3ccccc3c12	71
49	O=C(Nc1ccncc1)C(=O)c1cn(S(=O)(=O)c2ccc(Br)s2)c2ccccc12	83
50	O=C(Oc1ccccc1)N(c1ccccc1)c1ccccc1	107

Next entries follow.
No.	Compound	HL-60(TB)
51	COc1cccc(-c2cc(-c3ccc(F)cc3)c(C#N)c(=O)[nH]2)c1	88
52	O=S(=O)(Nc1ccccn1)c1ccc(Nc2nc(N3CCOCC3)c3ccccc3n2)cc1	97
53	Cn1c2ccccc2c2c3c(c4c5ccccc5n(C)c4c21)C(=O)OC3	99
54	NS(=O)(=O)Oc1ccc(CNC(=O)C23CC4CC(CC(C4)C2)C3)cc1	91
55	C#CCOC(=O)/C=C/c1cn(-c2ccccc2)nc1-c1ccccc1	90
56	c1ccc(-c2cc(-c3ccccc3-c3ccccc3)no2)cc1	84
57	CC1CCC2(C)OC1OC2CN (stereo not drawn)	53
58	Nc1c(Cl)[nH]cnc1=S	121
59	C=CS(=O)(=O)CCO	87
60	CN(C/C=C/c1ccccc1)Cc1cccc2ccccc12	102
61	O=c1c2cc(Cl)ccc2sc2c(NCCCO)nc3ccccc3c12	90
62	COc1cc(OC)cc(-c2nn(CC(=O)N3CCOCC3)c3ncnc(N)c23)c1	98
63	C=C(CC)C(=O)c1ccc(OCC(=O)O)c(Cl)c1Cl	70
64	COc1ccc2c(c1C)CN1CCc3cc4c(cc3C1=C2)OCO4	88
65	CCOC(=O)C(N)CSC(=O)NC (stereo not drawn)	255
66	NC(=O)OCC(NC(=O)OCc1ccccc1)C(=O)OCc1ccccc1 (stereo not drawn)	104
67	N#C/C(=N\Nc1ccccc1)C(=O)Nc1cc(-c2ccccc2)nn1-c1ccccc1	35
68	NNC(=O)c1cc2ccccc2cc1O	87&80
69	Nc1ncnc2c1cnn2Cc1ccccc1	64
70	CCCCCCCNC(=O)CBr	100
71	Cc1cc(C)c(S(=O)(=O)N(CCc2cccc(Br)c2)Cc2ccc(-c3cccc(S(C)(=O)=O)c3)cc2)c(C)c1	94
72	N#Cc1cnn(C(C2=C(O)c3ccccc3CC2)c2ccc(Cl)cc2)c1N (stereo not drawn)	106
73	COc1cc(C(=O)Nc2ccc(N(C)C)cc2)cc(OC)c1OC	96
74	Cn1cc(/C=C2\SC(=S)N(CCCC(=O)Nc3ccc(O)cc3)C2=O)c2ccccc21	93
75	C1=C(c2ccccc2)C(c2ccc(OCCN3CCCCC3)cc2)Oc2ccccc21 (stereo not drawn)	63
76	S=C(Nc1ccccc1)Nc1ccc(NC(=S)Nc2ccccc2)cc1	96
77	CC(Cc1ccc(O)c(O)c1)(NN)C(=O)O (stereo not drawn)	104
78	CCCC(/C=C/C(C)C)(C(=O)OCC)C(=O)OCC	98
79	Clc1ccc(-c2nnc(CCc3nc(-c4ccc(Br)cc4)no3)o2)cc1	101
80	O=C(O)c1cc(F)ccc1O	75

4 entries from above, as labelled records.
[3] CCn1c(N)c2nnn(-c3ccc(S(N)(=O)=O)cc3)c2nc1=S
  HL-60(TB): 91
[4] COc1cc2c3nc4cc(C)c(C)cc4nc3n(CCC(C)C)c2cc1OC
  HL-60(TB): 106
[5] Nc1nn2c(-c3cc4cc(Br)ccc4oc3=O)ccnc2c1N=Nc1ccc(F)cc1
  HL-60(TB): 113
[6] Nc1ccc(C(=O)Nc2ccc(S(=O)(=O)O)cc2)cc1
  HL-60(TB): 103

Remaining list, next part
No.	Compound	HL-60(TB)
81	O=[N+]([O-])c1ccc(I)c(CNCc2ccccc2)c1	102
82	CC(C)(CNC1CCCCC1)OC(=O)c1ccc(N)cc1	86
83	COc1ccc2sc3c(NCCCN(C)C)nc4ccccc4c3c(=O)c2c1	39
84	CC(=O)Oc1c(Br)cc(Br)cc1-c1ccccc1	97
85	COC(=O)c1nc(-c2ccccc2)oc1S(=O)(=O)N(C)CCO	-25*
86	COC(=O)c1c2c(c3ccc4c5ccccc5ccc4n13)C(=O)c1ccccc1C2=O	99
87	COc1cc(-c2noc(-c3cccnc3)n2)cc(OC)c1OC	93
88	Clc1nc2ccccc2nc1-c1nnc(-c2ccccc2)o1	96
89	OC(c1ccccn1)C(O)c1ccccn1 (stereo not drawn)	97
90	CC(C)(SCCc1ccncc1)C(N)C(=O)O (stereo not drawn)	97
91	O=C1/C(=C/c2ccccc2)Oc2ccc(O)c(-c3ccccc3)c21	97
92	O=C1NC(=O)N2CCSC2(Cc2ccccc2)N1 (stereo not drawn)	88
93	O=C1NC(=O)/C(=C\c2ccccc2)C2=C1CCCC2	-33*
94	CC(=O)OCC(C)(C)[N+](C)(C)C	120
95	CC(=O)Nc1ccc(S(=O)(=O)N/N=c2/sc3ccccc3n2C)cc1N	104
96	O=C(/C=C1\C=CN(CCCCCO)c2ccccc21)n1ccc2ccccc21	114
97	Cc1cnc(-c2ccc(-c3ccc(NC(=O)Nc4c(F)cc(F)cc4F)cc3F)c3c2C(=O)NC3)[nH]1	58
98	O=C1Cc2c(sc3c(F)cccc23)C(c2cccc([N+](=O)[O-])c2)N1 (stereo not drawn)	88
99	O=C(NN1C(=O)CCC1=O)c1ccc(Nc2ncnc3c2cnn3-c2cccc(F)c2)cc1	115
100	CCOC(=O)C(=O)C(=O)CC(=O)CC(C)C	114
101	O=c1[nH]c(=S)[nH]c(=O)n1Cc1ccc(F)cc1	106
102	CCCCCC(=O)Nc1cc(S(=O)(=O)O)cc2cc(S(=O)(=O)O)cc(O)c12	86
103	N#Cc1c(-c2ccc(F)cc2)nc(N=Nc2c(O)[nH]c3ccccc23)nc1N1CCOCC1	101
104	O=c1c2sc3ccccc3c2nnn1-c1ccc(F)c(Cl)c1	74
105	O=C(c1ccc2nc(NS(=O)(=O)c3ccc4ccccc4c3)sc2c1)N1CCN(/C=C/c2ccccc2)CC1	98
106	O=C(N/N=C/c1ccc(Cl)cc1)c1ccc(Br)o1	126
107	CC[C@H](CC[C@@H](C)[C@H]1CC[C@H]2[C@@H]3C/C(=C/c4ccco4)C4=C/C(=C/c5ccco5)CC[C@]4(C)[C@H]3CC[C@]12C)C(C)C	88
108	CCC(=O)Oc1ccc(/C(=C(/C)Cc2cccc(OC)c2)c2ccc(OCCN(CC)CC)cc2)cc1	92
109	O=C(Nc1ccc(S(=O)(=O)Nc2ccccn2)cc1)Nc1ccc(F)c(C(F)(F)F)c1	78
110	Nc1cccnn1	103
111	CN(C)N=Nc1ccc(N=Nc2ccc(N(CCO)CCO)cc2)cc1	104
112	O=S(=O)(c1ccccc1)n1ccc2c1-c1oncc1CC2	96
113	O=C(Oc1ccc(CCN2CCCCC2)cc1)c1ccc([N+](=O)[O-])cc1	128
114	COc1ccc(C(=O)N2C=Cc3ccccc3C2C(N)=O)cc1 (stereo not drawn)	62
115	Cc1oc2nc[nH]c(=O)c2c1C(=O)/C=C/c1ccccc1	99
116	O=C(NCc1nnc2n(Cc3ccccc3)c(=O)c3c4c(sc3n12)CCCC4)c1ccccc1	71
117	CCOC(=O)c1ccc(N2C(=O)/C(=C/N3N=C(c4ccccc4)CC3c3ccccc3O)SC2=S)cc1 (stereo not drawn)	97
118	COc1ccc(OC)c(-c2nc(SCC(=O)c3ccc(C#N)cc3)[nH]c(=O)c2C#N)c1	106
119	Cc1ccc(NC(=O)N2CC(C)OC(C)C2)cc1[N+](=O)[O-] (stereo not drawn)	93
120	CC(O)(c1ccccc1)C(C)(O)c1ccccc1 (stereo not drawn)	94

Records 114–119 from above:
No.	Compound	HL-60(TB)
114	COc1ccc(C(=O)N2C=Cc3ccccc3C2C(N)=O)cc1 (stereo not drawn)	62
115	Cc1oc2nc[nH]c(=O)c2c1C(=O)/C=C/c1ccccc1	99
116	O=C(NCc1nnc2n(Cc3ccccc3)c(=O)c3c4c(sc3n12)CCCC4)c1ccccc1	71
117	CCOC(=O)c1ccc(N2C(=O)/C(=C/N3N=C(c4ccccc4)CC3c3ccccc3O)SC2=S)cc1 (stereo not drawn)	97
118	COc1ccc(OC)c(-c2nc(SCC(=O)c3ccc(C#N)cc3)[nH]c(=O)c2C#N)c1	106
119	Cc1ccc(NC(=O)N2CC(C)OC(C)C2)cc1[N+](=O)[O-] (stereo not drawn)	93

Going on with the list:
No.	Compound	HL-60(TB)
121	CC(/C=N/NC(N)=O)=N\NC(N)=O	85
122	CS(=O)(=O)Nc1ccc(C(=O)NC(C(=O)NO)c2ccc(-c3cccc(F)c3)cc2)cc1 (stereo not drawn)	103
123	c1ccc(-c2[nH]cc3c2CCc2cncnc2-3)cc1	112
124	O=C1/C(=C/c2cccs2)SC(=S)N1N1CCOCC1	98
125	Nc1ncnc2c1c(-c1ccc(Oc3ccccc3)cc1)nn2C[C@@H]1SSC[C@@H]1O	-0.2*
126	CCCCN(C#N)c1ccccc1	99
127	COc1ccc(-c2cc(-c3nnc(SCC(=O)N4CCN(c5cc6c(cc5F)c(=O)c(C(=O)O)cn6C5CC5)CC4)o3)c3ccccc3n2)cc1	100
128	Cc1c[nH]c(=O)n(Cc2nnc(CCC(=O)c3nc4ccccc4[nH]3)o2)c1=O	-0.4*
129	Oc1ccccc1N=Cc1ccc2c(c1)OCO2	88
130	CC(C(=O)c1ccccc1)C1(O)C(=O)Nc2ccc(Cl)cc21 (stereo not drawn)	99
